# Source: PubChem
# CRFR2-BP ag: agonists of human CRF-binding protein/CRF-R2 receptor complex; HEK293 CRF-R2/CRF-BP, calcium dye fluorescence (FLIPR); percent of saturating CRF peptide response; activation, % at 13.2 µM; actives 0.46% (n = 350,000); AID 588473;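 active = activation of at least 50%, plus an integration ratio under a set limit after plate pattern correction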;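 also: plate controls were neutral control wells without compound for no effect and CRF at EC100 for full effect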
# M5 antag: antagonists of human muscarinic M5 receptor (CHRM5) | actives 0.59% (n = 360,000) | P08912 | CHO-hM5 cells, Fluo-8 calcium fluorescence, ACh EC80 | inhibition, % at 3 µM | AID 624040;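 active = inhibition above a per-plate cutoff, the mean of that plate's test compounds plus 3 SD, cut at about 27% in these data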;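 also: 0% = acetylcholine EC80 with DMSO and 100% = DMSO without agonist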
# Target sequence (P08912 whole entry, looked up): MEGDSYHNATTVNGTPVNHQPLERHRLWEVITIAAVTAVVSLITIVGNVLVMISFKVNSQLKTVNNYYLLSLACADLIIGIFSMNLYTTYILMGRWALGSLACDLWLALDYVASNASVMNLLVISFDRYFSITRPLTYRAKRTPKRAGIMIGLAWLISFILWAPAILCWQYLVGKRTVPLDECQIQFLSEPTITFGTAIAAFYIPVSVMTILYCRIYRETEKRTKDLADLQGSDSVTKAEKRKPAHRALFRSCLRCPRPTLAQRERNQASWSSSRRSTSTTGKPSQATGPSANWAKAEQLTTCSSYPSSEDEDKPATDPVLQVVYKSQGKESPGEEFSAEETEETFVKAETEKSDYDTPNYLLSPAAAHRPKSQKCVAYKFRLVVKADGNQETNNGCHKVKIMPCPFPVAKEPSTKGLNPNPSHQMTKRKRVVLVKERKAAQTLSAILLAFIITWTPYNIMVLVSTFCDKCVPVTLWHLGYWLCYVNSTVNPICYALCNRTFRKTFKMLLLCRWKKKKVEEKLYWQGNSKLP
# TAAR1 antag: human TAAR1 antagonism; Q96RJ0; CHO RD-HGA16 TAAR1, Fluo-8 calcium fluorescence, antagonist; inhibition, % at 3 µM; actives 1.5% (n = 360,000); AID 624466;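 active = inhibition above a per-plate cutoff, the mean inhibition of test compounds on that plate plus 3 SD, cut at about 49% in these data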;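 also: 0% = DMSO plus EC80 beta-PEA response and 100% = DMSO alone without agonist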
#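 Material: RD-HGA16 CHO cells with stable hTAAR1 and Gα16; Dosing: single nominal final test compound concentration of 3 µM; Schedule: seeding 17-24 h prior, 75-min 37 °C, 30-min RT dye loading; Detection: kinetic Fluo-8 calcium fluorescence measurement; Measure: % inhibition from peak post-agonist over basal fluorescence ratio; Benchmarks: vehicle and agonist controls.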
# CRFBP-R2 block: blocks CRF-induced signaling of the CRF-BP/CRF-R2 complex; HEK293 CRF-R2/CRF-BP, CRF-induced calcium fluorescence; AID 588475; inhibition, % at 11.8 µM; actives 0.59% (n = 350,000);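 active = inhibition of the ligand-induced calcium signal above about 50% at the single tested concentration, limit read from the data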
# M1 PAM parental: counter-screen for M1 PAMs: effect in parental CHO-K1 cells; activation, % at 3 µM; ATP EC20, Fluo-8 calcium fluorescence; 0% at ATP EC20, 100% at ATP max; AID 602247; actives 0.02% (n = 360,000);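 active = activation above the run cutoff, the mean activation of all test compounds plus 3 SD, cut at about 40% in these data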;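 also: peak over basal fluorescence ratio in a 140 s read after ATP addition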
# CHRM5 agonist: CHRM5 agonism in calcium assay. P08912. CHO-K1 hM5 cells, Fluo-8 calcium fluorescence; 0% DMSO wells, 100% maximal acetylcholine response. activation, % at 3 µM. actives 0.19% (n = 360,000). AID 624037;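 active = activation above the run's mean over test compounds plus 3 SD, cut at about 23% in these data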;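 also: signal is peak over basal fluorescence ratio across the kinetic read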
# CHRM4 PAM: CHRM4 positive allosteric modulation. P08173. activation, % at 3 µM. actives 0.4% (n = 360,000). CHO-K1 hM4/Gqi5, Fluo-8 calcium fluorescence, ACh EC20; 0% = ACh EC20, 100% = maximal ACh. AID 624126;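 active = activation above its plate's cutoff, the mean activation of sample wells plus 3 SD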; also: some results filed as inactive read as strong as hits
# Target sequence (P08173 whole entry, looked up): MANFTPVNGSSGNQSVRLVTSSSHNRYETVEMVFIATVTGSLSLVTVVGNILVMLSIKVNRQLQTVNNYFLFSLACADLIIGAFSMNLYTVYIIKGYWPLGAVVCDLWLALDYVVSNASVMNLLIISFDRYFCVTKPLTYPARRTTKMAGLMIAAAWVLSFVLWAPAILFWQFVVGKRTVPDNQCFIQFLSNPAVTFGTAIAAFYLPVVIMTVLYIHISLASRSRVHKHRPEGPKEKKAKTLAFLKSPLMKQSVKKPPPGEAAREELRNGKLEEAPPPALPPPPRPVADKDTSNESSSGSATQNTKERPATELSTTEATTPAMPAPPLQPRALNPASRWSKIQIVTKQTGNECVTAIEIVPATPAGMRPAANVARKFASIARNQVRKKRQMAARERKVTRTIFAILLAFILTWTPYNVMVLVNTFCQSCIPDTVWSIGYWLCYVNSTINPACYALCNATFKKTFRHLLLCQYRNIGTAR
# TAAR1 agonist: human TAAR1 agonism. activation, % at 3 µM. CHO RD-HGA16 TAAR1, Fluo-8 calcium fluorescence; vehicle wells 0%, saturating PEA agonist 100%. Q96RJ0. AID 624467. actives 0.99% (n = 360,000);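 active = activation above the mean activation of all test compounds in the run plus 3 SD, cut at about 38% in these data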
#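 test system = CHO RD-HGA16 cells carrying human TAAR1 plus Gα16 | schedule = 17-24 h seeding, 75 min 37 °C dye, 30 min RT | compound dosing = 3 µM single concentration | control set = DMSO and PEA EC100 | replicates = n 1 | signal = Fluo-8 fluorescence, 5 s baseline then 140 s kinetic read | measure = percent activation vs PEA EC100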
# M5 PAM: CHRM5 positive allosteric modulation | activation, % at 3 µM | P08912 | CHO-K1 hM5, Fluo-8 calcium, ACh EC20 PAM; 0% = ACh EC20, 100% = ACh EC100 | AID 624038 | actives 0.3% (n = 360,000);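 active = activation above the run cutoff, the mean activation of all test compounds plus 3 SD, cut at about 18% in these data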
#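 System: CHO-K1 hM5 cells. Reagent: acetylcholine, EC20 level. Compound dosing: single dose, 3 µM nominal final test concentration. Timing: Post-acetylcholine fluorescence recording 140 s. Detection: Fluo-8 calcium fluorescence. Read-out: % activation, ACh-normalized. Benchmarks: ACh EC20 and EC100 wells. Repeats: singlicate, one well per test compound.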
# Numbers without * were called inactive; . = no result given.
# Below each SMILES: CHRM4 PAM	M1 PAM parental	CRFBP-R2 block	TAAR1 antag	CHRM5 agonist	M5 PAM	M5 antag	TAAR1 agonist	CRFR2-BP ag
- CC(C)[C@H](NC(=O)c1cccc(CN(Cc2ccccc2)C(=O)c2ccccc2)c1)C(=O)O
→ 0.9	22.9	3.0	-23.3	-2.9	5.7	13.1	0.9	-0.3
- Cc1cc(C)n2nc(SCC(=O)N3CCC(C)CC3)nc2n1
→ 0.6	5.4	-2.4	-15.3	-1.4	3.1	19.4	2.3	-0.8
- Cn1nc(-c2ccccc2)c(C(=O)NCC(=O)O)c1Cl
→ 9.5	6.7	-10.6	-18.5	1.8	0.8	13.2	5.3	0.5
- O=C(CNS(=O)(=O)c1ccc(Br)cc1)NCc1ccncc1
→ -2.6	7.6	-0.8	-17.9	-2.1	3.0	6.8	2.4	-0.3
- O=C(COc1ccc(Cl)cc1)NCc1nnc(SCC(=O)Nc2ccccc2)o1
→ 1.4	14.4	2.2	9.4	-2.5	-7.3	2.9	8.0	-1.0
- Cc1cc(=O)oc2cc(OC(=O)CCN3C(=O)c4ccccc4C3=O)ccc12
→ 4.1	25.2	24.9	10.3	-2.0	2.3	2.1	4.1	-2.5
- Cc1ccc(CNC(=O)CCNC(=O)c2ccc([N+](=O)[O-])cc2)cc1
→ -1.4	3.3	0.1	2.4	-2.5	2.0	2.5	-0.4	7.3
- Nc1nc(SCC(=O)OCc2ccccc2)[nH]c(=O)c1NC(=O)c1ccco1
→ 9.0	4.0	-3.4	7.0	1.8	-3.5	1.2	0.6	-2.2
- CCN1C(=O)NC2=C(C(=O)c3ccccc32)C1c1ccccc1F (stereo not drawn)
→ 6.0	17.5	-31.8	5.5	-3.5	-7.9	3.5	13.9	-3.5
- Cc1cccc(NC(=O)CSc2nnc(CNC(=O)c3ccc(S(=O)(=O)N(C)C)cc3)n2-c2ccccc2)c1
→ -6.9	15.7	-15.0	-15.7	-2.3	0.2	-1.6	1.8	-3.6
- Cc1cc2oc(=O)cc(CN(C)Cc3ccccc3)c2cc1Cl
→ -4.4	17.2	.	8.2	0.9	1.0	-3.6	-0.5	.
- COc1ccc(C(=O)Nc2ccc(N3CCN(C)CC3)cc2)cc1OC
→ 2.8	12.0	12.8	-27.7	1.8	0.3	-4.9	8.0	-2.9
- CC1(C)CC(CNCCC(c2ccc(F)cc2)c2ccco2)CCO1 (stereo not drawn)
→ -24.7	19.0	-1.7	3.2	-16.6	-1.8	3.1	-0.3	2.0
- COC(=O)c1cc(NC(=O)CCc2c(C)nc3ncnn3c2C)cc(C(=O)OC)c1
→ 17.9	-4.0	-5.2	4.8	1.6	7.6	-4.8	9.1	1.5
- Cc1ccc(Nc2cc(C)nc3nc(C)nn23)c(C)c1
→ 1.8	15.9	9.2	-3.9	-2.9	1.2	2.0	-2.1	-3.1
- C=CCN(CC=C)C(=S)NC(=O)/C=C/c1ccccc1
→ 0.3	22.2	-3.3	4.5	-4.6	5.2	2.5	0.0	0.3
- CCOc1cc(CO)c(Br)cc1OCC(=O)O
→ .	.	-15.1	5.0	.	.	.	9.2	3.9
- COc1ccc2c(c1)CCc1c(C(=O)N3CC4(C)CC3CC(C)(C)C4)noc1-2 (stereo not drawn)
→ -2.8	14.4	-34.5	-30.3	-5.9	-4.0	-7.0	7.1	9.6
- COc1ccccc1-c1cccc(-c2nc(C(=O)Nc3nccs3)cc3c2[C@@H](CCO)N(C(C)=O)C3)c1
→ -12.2	-3.5	.	54.3*	8.1	-21.9	9.4	19.8	.
- COc1cccc2c(=O)n(CC(=O)N3CCCCCC3)ccc12
→ 5.0	4.2	-10.0	-13.3	0.3	-1.1	-4.5	0.0	-2.2

# Reformatted: results already given.
Structure	CHRM4 PAM	M1 PAM parental	CRFBP-R2 block	TAAR1 antag	CHRM5 agonist	M5 PAM	M5 antag	TAAR1 agonist	CRFR2-BP ag
Cc1cccc(NC(=O)CSc2nnc(CNC(=O)c3ccc(S(=O)(=O)N(C)C)cc3)n2-c2ccccc2)c1	-6.9	15.7	-15.0	-15.7	-2.3	0.2	-1.6	1.8	-3.6
Cc1cc2oc(=O)cc(CN(C)Cc3ccccc3)c2cc1Cl	-4.4	17.2	.	8.2	0.9	1.0	-3.6	-0.5	.
COc1ccc(C(=O)Nc2ccc(N3CCN(C)CC3)cc2)cc1OC	2.8	12.0	12.8	-27.7	1.8	0.3	-4.9	8.0	-2.9
CC1(C)CC(CNCCC(c2ccc(F)cc2)c2ccco2)CCO1 (stereo not drawn)	-24.7	19.0	-1.7	3.2	-16.6	-1.8	3.1	-0.3	2.0
COC(=O)c1cc(NC(=O)CCc2c(C)nc3ncnn3c2C)cc(C(=O)OC)c1	17.9	-4.0	-5.2	4.8	1.6	7.6	-4.8	9.1	1.5
Cc1ccc(Nc2cc(C)nc3nc(C)nn23)c(C)c1	1.8	15.9	9.2	-3.9	-2.9	1.2	2.0	-2.1	-3.1
C=CCN(CC=C)C(=S)NC(=O)/C=C/c1ccccc1	0.3	22.2	-3.3	4.5	-4.6	5.2	2.5	0.0	0.3
CCOc1cc(CO)c(Br)cc1OCC(=O)O	.	.	-15.1	5.0	.	.	.	9.2	3.9
COc1ccc2c(c1)CCc1c(C(=O)N3CC4(C)CC3CC(C)(C)C4)noc1-2 (stereo not drawn)	-2.8	14.4	-34.5	-30.3	-5.9	-4.0	-7.0	7.1	9.6
COc1ccccc1-c1cccc(-c2nc(C(=O)Nc3nccs3)cc3c2[C@@H](CCO)N(C(C)=O)C3)c1	-12.2	-3.5	.	54.3*	8.1	-21.9	9.4	19.8	.
COc1cccc2c(=O)n(CC(=O)N3CCCCCC3)ccc12	5.0	4.2	-10.0	-13.3	0.3	-1.1	-4.5	0.0	-2.2

# More compounds.
# Below each SMILES: CHRM4 PAM	M1 PAM parental	CRFBP-R2 block	TAAR1 antag	CHRM5 agonist	M5 PAM	M5 antag	TAAR1 agonist	CRFR2-BP ag
- C[n+]1cccc(NC(=O)c2ccccc2)c1
→ 8.3	12.9	.	-13.4	0.9	8.6	-8.1	2.0	.
- CCOC(=O)c1sc(N)nc1-c1ccccc1
→ 6.0	0.7	6.6	9.1	-1.2	1.8	-1.0	-0.4	-1.1
- N#Cc1c2n(c3c(=O)n(Cc4ccc(Cl)cc4)cnc13)CCCCC2
→ 7.5	2.0	-37.0	-6.9	0.3	2.2	3.2	12.8	1.7
- O=C(NC(=S)N1CCN(c2ccccc2)CC1)c1ccccc1
→ 5.6	11.6	.	-0.8	-3.8	2.9	0.0	-2.4	.
- COc1ccc(N2CCN(CCCNC(=O)C3CCCN(S(=O)(=O)c4cnc[nH]4)C3)CC2)cc1 (stereo not drawn)
→ -1.7	11.1	7.4	7.3	-0.1	0.0	-0.2	1.0	0.4
- CCOC(=O)CC1(NC(=O)C2CCC(=O)N(C3CC3)C2)CCCCC1 (stereo not drawn)
→ 1.4	2.6	-19.0	-9.5	-1.6	-1.7	4.6	2.9	-0.9
- CC1(C)Cc2c(C#N)c(N3CCN(C(=O)c4ccco4)CC3)nc(-c3ccco3)c2CS1
→ -2.1	-4.2	-5.6	12.4	2.1	-10.9	5.0	1.2	15.9
- O=C(NN=Cc1ccc2c(c1)CCC2)c1ccccc1[N+](=O)[O-]
→ 2.0	19.7	12.5	-36.3	-1.7	1.4	-4.3	1.9	-2.4
- COc1ccc(/C=N/NC(=O)c2ccc(Br)o2)cc1Cn1cc([N+](=O)[O-])cn1
→ -10.5	13.9	23.9	16.6	-0.7	-5.0	6.0	-1.6	-1.2
- Cc1cc(N2CCCC2)nc2ccc(NC(=S)NC(C)C)cc12
→ -3.4	23.9	26.3	-11.1	-4.3	0.2	-7.5	2.9	-6.1
- COc1cc2c(cc1OC)CN(C(C)C(=O)Nc1cccc(S(=O)(=O)N3CCOCC3)c1)CC2 (stereo not drawn)
→ 1.7	0.1	8.8	-4.6	-2.2	-3.6	2.0	0.6	2.9
- COCCN(CC(=O)Nc1cccc(C)c1C)C(=O)c1cc(-c2ccncc2)nc2ccccc12
→ -8.8	-6.7	3.7	74.3*	5.3	-31.7	6.8	18.3	-0.3
- Cc1cc(=O)oc2cc(NC(=O)C(CCCN=C(N)N)NC(=O)OCc3ccccc3)ccc12 (stereo not drawn)
→ -1.3	18.6	5.7	-0.5	-6.3	9.7	-1.0	-1.5	-0.8
- COc1ccc(NC(=O)CSc2nc(N)c(C#N)cc2C#N)cc1
→ 7.9	29.2	1.6	-0.1	0.4	-5.0	-0.3	4.7	-1.6
- O=C(COC(=O)c1ccc(OC(F)F)cc1)NCCNC(=O)COC(=O)c1ccc(OC(F)F)cc1
→ 12.2	-1.9	6.1	-11.2	0.1	-2.2	-5.8	1.7	0.3
- CCOc1ccc(N(CC(=O)NC2CCCC2)C(=O)Cn2nnc(-c3ccc(C)o3)n2)cc1
→ 3.0	-3.3	15.2	-15.2	-2.3	-2.8	8.6	-0.5	-1.5
- COc1ccc(-c2nnc3ccc(SC(C(C)=O)C(C)=O)nn23)cc1OC
→ 1.2	-2.7	-5.2	0.4	1.3	-6.9	7.1	-1.7	2.2
- CC(C)(C)NC(=O)CSc1nnc(Cc2ccc3c(c2)OCO3)n1C1CCCCC1
→ -1.8	11.7	-13.3	10.1	1.0	0.1	-1.4	10.3	-0.5
- C[C@H](CO)N1C[C@H](C)[C@@H](CN(C)Cc2ccncc2)OCCCC[C@H](C)Oc2ccc(NC(=O)CCCN(C)C)cc2C1=O
→ 3.9	14.4	.	-9.9	1.2	1.6	-0.4	0.6	.
- Cc1noc(C)c1CSc1nnc(-c2ccncc2)n1-c1ccc(Cl)c(Cl)c1
→ -2.1	-4.6	-7.2	2.9	-4.8	-0.4	-6.5	6.7	2.0
- O=C(OCc1ccccc1Cl)c1ccccc1C(=O)c1ccccc1
→ -8.6	19.8	30.1	10.9	-5.4	-11.2	-6.6	3.5	8.0
- Cc1cccc(NC2=CC(=O)CC(C)(C)C2)c1C
→ 6.2	-3.7	-7.5	-39.5	-0.8	0.8	2.4	2.6	0.9
- COc1ccc(N2CCN(C(=O)C(Cc3ccccc3)n3cccc3)CC2)cc1 (stereo not drawn)
→ -6.7	-1.6	22.3	-9.0	1.7	-7.9	6.1	1.8	5.2
- COC(=O)c1cc(N2CCN(C)CC2)nc2ccccc12
→ 6.3	0.6	-1.2	-13.3	-12.8	-0.2	3.5	2.3	17.9
- O=C(CN1C(=O)c2ccccc2C1=O)c1ccccc1
→ -8.3	-2.4	8.5	-10.0	-6.4	-3.8	-3.3	1.0	-5.3
